# NOD2 inhibition – NOD2 signaling inhibitors, cell-based, luminescence, uHTS, HEK293 (AID 1566) | 290,000 compounds, 0.63% hits | HEK293 NOD2/NF-kB luciferase reporter, luminescence; higher % means a stronger effect | inhibition, % at 4 µM, or EC50 in µM where a hit was titrated; further: many of its hits are not listed in these tables
# LYP phosphatase – PTPN22 lymphoid phosphatase activity blockers – biochemical, fluorescence intensity, uHTS (AID 1779). recombinant LYP phosphatase, fluorescence intensity; higher % means a stronger effect. inhibition, % at 11.5 µM; hits with a dose series show IC50 in µM. 290,000 compounds, 0.054% hits;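 further: plate controls were vehicle with enzyme for no effect and no enzyme for full effect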
# ER stress rescue – rescue of cells from ER stress-induced death, primary screen, 384-well, CSM14.1, thapsigargin, ATP luminescence (AID 1222); CSM14.1 thapsigargin-induced death rescue, ATP luminescence; higher % means a stronger effect; cellular ATP content (survival), % at 20 µM; hits with a dose series show EC50 in µM; 190,000 tested, under 10 active;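 active means EC50 below 50 µM in the dose-response confirmation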;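 further: death triggered by thapsigargin at about 15 µM added after 2 h compound pretreatment; cell ATP read after overnight thapsigargin exposure of roughly 18 to 22 hours; normalized against plate controls of thapsigargin alone and 5% DMSO vehicle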
# Lipid droplet – hepatic lipid droplet formation modulation; 240,000 compounds, 0.4% hits; AML12 mouse hepatocytes, oleate lipid droplets, BODIPY imaging; inhibition, % at 6.5 µM; AID 1656;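 active means lipid droplet intensity inhibited by at least 50%, with more than 500 cells counted; inconclusive means wells with under 300 cells, treated as cytotoxic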
#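 Assay system: AML12 hepatocytes (mouse); Probe or stimulus: oleic acid at 100 µM to induce lipid droplet formation; Dosing: compound at 6.5 µM only; Schedule: compound with oleate, overnight; Detection: fluorescence imaging, 20x objective, two fields per well; Measure: % inhibition of lipid droplet signal.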
# M1AAP inhibition – P. falciparum M1AAP inhibitors, biochemical, fluorogenic H-Leu-NHMec substrate, 1536-well (AID 1445); recombinant M1AAP, H-Leu-NHMec fluorogenic kinetic assay; higher % means a stronger effect; one-dose inhibition, % at 30 µM; IC50 in µM for titrated hits; 220,000 compounds, 0.42% hits;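 active means primary inhibition above the hit cutoff, then over 50% inhibition at one or more dose response concentrations, cut at about 23% in these data, passing the limit was not always enough; inconclusive means conflicting primary data, or primary hits not chosen for dose response; inactive means low primary inhibition, or under 50% at every dose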;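 further: plate controls were DMSO full reaction for no effect and no enzyme background for full effect; strong numbers were not always called active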
# M17LAP inhibition – P. falciparum M17LAP inhibitors, primary screen, biochemical, fluorogenic H-Leu-NHMec substrate, 1536-well (AID 1619). recombinant M17LAP, H-Leu-NHMec fluorogenic kinetic assay; higher % means a stronger effect. one-dose inhibition, % at 30 µM; IC50 in µM for titrated hits. 220,000 compounds, 0.38% hits;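 active means compound inhibiting the enzyme by more than half at any dose during confirmatory dose-response retesting; inconclusive means strong single-dose inhibitors picked by rank but not retested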;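 further: plate controls were full reaction with DMSO carrier for no effect and no enzyme background for full effect; strong numbers were not always called active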
# XIAP antagonists – small molecules displacing peptide from XIAP – biochemical, IAP family, fluorescence polarization (AID 1018); displacement, % at 20 µM, or IC50 in µM where a hit was titrated; XIAP BIR domain, fluorescence polarization peptide displacement; higher % means a stronger effect; 200,000 compounds, 0.007% hits; in the data active means displacement above about 50%; further: a part of the inactive calls stands beside numbers as strong as those of hits
# SIAH1 antagonists – Siah-1 peptide-binding antagonists, primary screen, biochemical, fluorescence polarization, rhodamine-plectin, uHTS (AID 1817); Siah-1 / rhodamine-plectin peptide fluorescence polarization; higher % means a stronger effect; 290,000 compounds, 0.02% hits; displacement, % at 20 µM; hits with a dose series show IC50 in µM;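 active means displacement of at least 50% at 20 µM, with a fluorescence ratio check between 0.3 and a set limit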;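 further: plate controls were Siah plus tracer with DMSO for no effect and tracer alone without Siah for full effect; strong numbers were not always called active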
# AID2073 – disruptors of CaV2.2 binding to Mint1 – biochemical, HTRF (AID 2073) | HTRF protein-protein interaction, Mint1-CaV2.2; higher % means a stronger effect | inhibition, % at 20 µM; hits with a dose series show IC50 in µM | 290,000 compounds, 0.19% hits; in the data active means inhibition mostly above about 51%, no sharp cut-off; inconclusive means no clear call, values can overlap the other calls; inactive means mostly below about 53%; further: some results filed as inactive read as strong as hits
# Lipid droplet cells 6.5 µM – further read-out of Lipid droplet, marked with its call; cell count; measured here: cell count, cytotoxicity flag;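 cells counted across two imaged fields per well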
# Active calls of the source: *; u = inconclusive; x = not tested or not shown. Unless noted, no stated cut-off is given here; in the data, active means inhibition above about 50%; inactive means the rest.
# Second line of a record: NOD2 inhibition	Lipid droplet	SIAH1 antagonists	M1AAP inhibition	AID2073	Lipid droplet cells 6.5 µM	ER stress rescue	M17LAP inhibition	LYP phosphatase	XIAP antagonists
> CCOc1ccc(N(CC(=O)NCc2ccco2)S(C)(=O)=O)cc1
    -11.8%	x	-2.6%	-3.5%	13.2%	x	-0.1%	-6.0%	-6.2%	-6.6%
> CSc1nnc2n(-c3ccccc3)c(=O)c3c4c(sc3n12)CCC4
    10.7%	x	-2.7%	-4.4%	-2.3%	x	0.2%	-4.6%	-8.8%	-2.4%
> Cc1ccc(C(=O)OCC(=O)N2CC(=O)Nc3ccccc32)s1
    10.7%	x	3.8%	9.9%	-2.5%	x	1.3%	4.6%	-6.1%	-2.2%
> O=C1CCC(=O)N1OCCOc1ccc(Cl)c2ccccc12
    17.2%	12.5	5.7%	2.5%	0.9%	698	0.3%	-1.4%	-9.7%	-3.8%
> Clc1ccc(Cn2c(-c3cccnc3Cl)nc3ccccc32)cc1
    24.4%	x	2.5%	1.4%	47.9%	x	-0.7%	14.4%	-4.1%	-3.0%
> COc1ccc(C2(C)NC(=O)N(CC(=O)Nc3ccc(-c4nc5ccc(C)cc5s4)cc3)C2=O)cc1 (stereo not drawn)
    -107.6%	14.4	-1.6%	7.2%	25.6%	666	-1.8%	-5.7%	-3.6%	-3.8%
> COc1ccc(-n2cnc3cc(NCc4ccccn4)ccc32)cc1
    -35.3%	x	11.5%	8.6%	-2.1%	x	2.7%	4.0%	-5.3%	-1.5%
> Cc1cccc(-n2ccnc2SCC(=O)Nc2nccs2)c1C
    10.5%	x	-2.0%	-1.4%	-13.7%	x	0.5%	-11.6%	-7.6%	-0.3%
> Cn1c(C(=O)NCCN2CCOCC2)cc2sccc21
    4.4%	x	9.7%	5.9%	-6.1%	x	-1.7%	3.4%	-4.6%	-4.6%
> C=CC[n+]1c(-c2ccc(OC)cc2)csc1NNC(=O)Nc1ccccc1
    34.6%	-23.1	0.6%	0.1%	-23.5%	678	-4.7%	2.0%	-1.1%	-0.8%
> COc1cc(/C=N/Nc2nn3cnnc3c3ccccc23)ccc1O
    -20.1%	x	1.6%	1.2%	-2.3%	x	-2.8%	12.1%	-2.0%	-5.2%
> CN(C)C(=O)NC1CCCCCCCCCCC1
    6.5%	x	3.8%	-2.1%	u	x	3.8%	-3.6%	-9.9%	-2.0%
> C=CCNC(=O)NC(=S)c1ccccc1
    -34.2%	-3.0	2.6%	7.1%	-8.9%	735	-1.8%	7.4%	-1.3%	-2.8%
> Nc1c(C(=O)c2ccc(Br)cc2)oc2ccccc12
    -5.1%	11.2	-3.2%	-16.4%	1.0%	713	-0.6%	-0.4%	-5.6%	-6.4%
> CCc1cc(=O)oc2c(C)c(OC(C)C(=O)NCC3CCC(C(=O)O)CC3)ccc12 (stereo not drawn)
    -4.2%	x	0.4%	x	15.1%	x	x	x	-6.6%	x
> COc1cc(-c2nc3n(n2)C(c2cccc(OC)c2OC)C2=C(CCCC2=O)N3)cc(OC)c1OC (stereo not drawn)
    -0.2%	x	-1.5%	3.7%	26.6%	x	2.7%	11.1%	4.0%	-2.9%
> Cc1noc(C)c1CCC(=O)NC1CCCN(Cc2ccc(CC(C)C)cc2)C1 (stereo not drawn)
    13.1%	5.0	1.5%	x	4.3%	758	x	x	-4.9%	x
> COCCNC(=O)CN(Cc1ccc(F)cc1)C(=O)CCC(=O)Nc1nccs1
    -8.3%	-22.2	-2.1%	x	12.9%	796	x	x	-9.6%	x
> O=C(/C=C\c1ccccc1)NCC(=O)N/N=C/c1ccc(O)cc1O
    40.0%	12.0	-3.5%	x	5.5%	694	x	x	-10.4%	x
> CC(=O)N1CCCN(Cc2nc(C3(c4ccc(C)cc4)CCCC3)no2)CC1
    -2.4%	2.8	2.9%	0.9%	-5.4%	702	-0.5%	0.2%	-4.6%	-5.0%
> CCC(=O)Nc1ccc(NC(=O)CSc2nnnn2CC)cc1C
    8.0%	x	0.7%	-1.6%	-3.8%	x	0.0%	16.9%	-8.4%	-0.1%
> C/C(=C\c1ccccc1)C(=O)Nc1cc(C)on1
    -21.3%	-7.5	-3.4%	7.2%	-6.2%	762	-0.8%	-2.7%	-12.9%	-7.8%
> Cn1c(=O)c2c(nc(Br)n2CCCc2ccccc2)n(C)c1=O
    7.8%	x	-2.7%	4.0%	1.7%	x	3.9%	11.8%	-8.9%	-8.2%
> COCCCn1c2nc3ccccc3nc2c2c(=O)n(Cc3ccc(Cl)cc3)c(C)nc21
    18.9%	x	-1.0%	x	4.5%	x	-1.2%	x	-6.9%	-1.6%
> OC(CNCc1ccccn1)c1ccccc1 (stereo not drawn)
    8.7%	-10.4	3.4%	1.1%	-2.2%	544	0.9%	-7.8%	-6.7%	-4.3%
> Cc1ccnc(SCC(=O)Nc2cc(C)on2)n1
    1.2%	2.5	0.9%	x	3.7%	740	x	x	-10.9%	x
> COc1cc2c(cc1OC)CN(CC(=O)Nc1cccc(C)c1)CC2
    21.2%	-2.7	-7.4%	5.1%	20.2%	772	1.4%	2.2%	-10.1%	-1.3%
> COc1cc(NC(=O)CC2NCCNC2=O)cc(OC)c1 (stereo not drawn)
    -2.0%	x	5.0%	-3.8%	-3.1%	x	-0.5%	4.7%	-6.2%	-0.8%
> O=C(CN1C(=O)C2C3c4ccccc4C(c4ccccc43)C2C1=O)N1CCOCC1 (stereo not drawn)
    14.3%	4.8	-5.8%	0.7%	-4.2%	671	-2.0%	4.3%	-9.9%	-6.9%
> COc1ccc2nc(N=Nc3c(O)ccc4ccccc34)sc2c1
    17.1%	50.4*	-2.6%	4.7%	-0.9%	559*	-0.9%	9.2%	-7.3%	-3.6%
> O=C(c1cc(Br)ccc1Cl)N1CCN(c2ccccn2)CC1
    -1.5%	-24.4	-1.2%	x	5.0%	767	x	x	-8.1%	x
> CC(C)c1ccc(OCc2ccc(C(=O)N(C)C)o2)cc1
    -49.3%	0.7	-1.5%	x	14.1%	434	x	x	-6.1%	x
> COc1ccc(/C=C2/SC(=O)N(CCC(=O)Nc3ccccc3)C2=O)cc1OC
    12.7%	13.9	3.1%	-3.0%	22.9%	624	-1.5%	9.3%	-3.8%	-3.0%
> COC(=O)/C=C1/S/C(=N/NC(=O)c2ccc(Cl)cc2Cl)NC1=O
    13.9%	-5.1	15.5%	2.3%	-5.9%	661	x	4.2%	0.1%	x
> CN(C)c1ccc(C=C2C(=O)OC(C)(C)OC2=O)cc1
    -9.0%	22.8	-5.0%	10.2%	12.4%	765	0.2%	27.3%	-1.3%	-4.2%
> Cc1ccc(S(=O)(=O)N2CCOCC2)cc1NC(=O)CSc1cccc[n+]1[O-]
    12.3%	-10.7	6.1%	-0.3%	4.9%	636	1.1%	4.8%	-6.5%	-2.4%
> Cc1cc(Nc2ccccc2N2CCOCC2)n2ncnc2n1
    -1.7%	x	-3.1%	-0.2%	-4.9%	x	-0.8%	-1.2%	-4.0%	-6.5%
> Cc1ccc2cc(CN(C)S(C)(=O)=O)c(=O)[nH]c2c1
    12.5%	0.8	-2.0%	1.8%	-0.4%	722	-0.5%	19.2%	-0.3%	1.2%
> Cc1ccc(C(=O)O/N=C2/CC3CCC2(C)[C@@]3(C)CBr)cc1 (stereo partly drawn)
    21.7%	-10.6	6.2%	4.2%	-0.3%	702	x	-6.5%	-0.6%	x
> COCCOC(=O)C1=C(C)NC(=S)NC1/C=C/c1ccccc1 (stereo not drawn)
    10.7%	-5.4	0.8%	1.7%	-26.3%	599	-2.3%	13.2%	1.4%	-6.2%
> COc1ccc(C(C)=O)cc1CSc1nnc(SCc2cc(C(C)=O)ccc2OC)s1
    16.8%	-34.7	11.6%	0.8%	-1.6%	709	x	7.6%	-4.2%	x
> COC(=O)CNC(=O)CNC(=O)Nc1ccccc1Cl
    8.2%	13.6	-6.6%	-2.3%	-3.4%	824	-1.1%	5.0%	-6.1%	-11.0%
> C=C(C)Cn1c(SCC(=O)O)nnc1-c1ccccc1
    15.5%	-12.6	0.1%	1.1%	-0.9%	709	3.3%	6.8%	-7.6%	-6.0%
> O=C(CCCn1nnc2ccccc2c1=O)N[C@H](C(=O)O)c1ccccc1
    22.8%	14.2	5.1%	4.3%	0.1%	690	x	1.2%	-0.7%	x
> CN(C)S(=O)(=O)c1ccc(C(=O)OCCn2cnc3c2c(=O)n(C)c(=O)n3C)cc1
    5.3%	0.2	7.1%	-2.3%	2.2%	695	-0.2%	18.3%	-6.8%	-2.1%
> CC1Cc2cc(S(=O)(=O)CCC(=O)NC3CCCCC3)ccc2N1C(=O)C1CC1 (stereo not drawn)
    7.2%	-8.3	-3.2%	x	4.0%	653	x	x	-1.4%	x
> O=C1C2C3C=CC(C4CC34)C2C(=O)N1Cc1ccccc1 (stereo not drawn)
    -10.6%	-16.6	2.9%	x	8.2%	741	0.7%	x	0.4%	-3.9%
> COc1cc(/C=C2\C(=N)N3N=C(N4CCOCC4)SC3=NC2=O)ccc1OC(=O)c1ccccc1
    5.4%	-1.7	2.1%	x	4.5%	732	x	x	8.0%	x
> Cc1ccc(N(C(=O)c2ccccn2)C2(C(=O)NC3CCCC3)CCCCC2)cc1
    2.5%	-11.5	0.4%	3.1%	0.2%	756	-1.0%	8.2%	-5.9%	-4.3%
> CCCCC(=O)Nc1ccc(NC(=O)c2ccco2)cn1
    -27.6%	-1.3	3.5%	x	6.4%	796	x	x	-1.7%	x
> CCOc1ccc(N=C(NC#N)SCC(=O)NC2CC2)cc1
    8.0%	x	0.1%	12.3%	-5.7%	x	4.6%	10.1%	-11.7%	-4.1%
> CSc1nc2nc3c(cc2c(=O)n1-c1cccc(C)c1)COC(C)(C)C3
    -7.6%	-2.8	-2.5%	0.6%	5.8%	715	x	-0.4%	-1.4%	x
> CC(C)C(c1nnnn1C(C)(C)C)N1CCOCC1 (stereo not drawn)
    -11.3%	3.8	-0.7%	0.5%	4.8%	683	-3.1%	-2.1%	0.2%	-5.9%
> O=C1C(=O)N(CCN2CCOCC2)C(c2cccnc2)/C1=C(/O)c1ccccc1 (stereo not drawn)
    10.5%	-3.5	0.4%	11.7%	14.2%	743	-0.6%	12.4%	0.6%	-4.5%

# Bioassay records from PubChem BioAssay.

# These rows are one share of the data; count on the stated rates, not on these rows.
